NCOA2 inhibitor = inhibition of GAL4-SRC2 driven luciferase reporter, primary screen, SRC2 inhibitor project, cell-based, luminescence; Nuclear receptor coactivator 2 (Homo sapiens), Q15596; HEK293 GAL4-SRC2 luciferase reporter; inhibition, % at 9 µM; actives 0.17% (n = 370,000); AID 651957, 2012;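 active = inhibition above the mean inhibition of all tested compounds plus 3 SD, set per campaign, cut at about 52% in these data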;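 note: 0% = DMSO treated cells and 100% = cells given Gossypol at 36 µM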
SRC3 inh = SRC3 coactivator transcriptional activity inhibitors, primary screen, cell-based, luminescence. HEK293 GAL4-SRC3 luciferase reporter. inhibition, % at 3.6 µM. actives 0.17% (n = 360,000);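 active = inhibition above a per-campaign cutoff, the mean of all compounds plus 3 SD, cut at about 60% in these data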;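 note: 0% = DMSO-treated cells and 100% = gossypol-treated cells at 36 µM; higher means less SRC3-driven luciferase light from the GAL4 reporter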
TWEAK Fn14 block = inhibitors of TWEAK-Fn14 signaling, primary screen, luciferase reporter cells, uHTS. TWEAK-stimulated Fn14 reporter cells, luciferase luminescence, 8 h. actives 2% (n = 360,000). inhibition, % at 10 µM; in the data active = inhibition above about 50%
TLR9-MyD88 inh = inhibitors of TLR9-MyD88 association in cells, primary screen, cell-based, CHO, BLA complementation, fluorescence | Toll-like receptor 9 (Homo sapiens) + Myeloid differentiation primary response protein … | CCF4 FRET ratio | inhibition, % at 4.98 µM | actives 0.21% (n = 340,000);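 active = inhibition above the mean over all tested compounds plus 3 SD, cut at about 21% in these data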;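 note: 0% = DMSO only wells and 100% = clavulanate BLA inhibitor control wells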
Target sequence (Q99836 whole entry, looked up): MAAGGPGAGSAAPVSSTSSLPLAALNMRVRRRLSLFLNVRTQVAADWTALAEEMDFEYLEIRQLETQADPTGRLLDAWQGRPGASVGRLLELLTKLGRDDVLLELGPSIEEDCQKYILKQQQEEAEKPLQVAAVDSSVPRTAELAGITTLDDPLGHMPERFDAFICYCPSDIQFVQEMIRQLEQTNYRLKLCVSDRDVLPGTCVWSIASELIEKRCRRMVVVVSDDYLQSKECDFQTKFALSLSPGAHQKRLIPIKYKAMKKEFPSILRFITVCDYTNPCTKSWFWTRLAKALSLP
Target sequence (Q9NR96 whole entry, looked up): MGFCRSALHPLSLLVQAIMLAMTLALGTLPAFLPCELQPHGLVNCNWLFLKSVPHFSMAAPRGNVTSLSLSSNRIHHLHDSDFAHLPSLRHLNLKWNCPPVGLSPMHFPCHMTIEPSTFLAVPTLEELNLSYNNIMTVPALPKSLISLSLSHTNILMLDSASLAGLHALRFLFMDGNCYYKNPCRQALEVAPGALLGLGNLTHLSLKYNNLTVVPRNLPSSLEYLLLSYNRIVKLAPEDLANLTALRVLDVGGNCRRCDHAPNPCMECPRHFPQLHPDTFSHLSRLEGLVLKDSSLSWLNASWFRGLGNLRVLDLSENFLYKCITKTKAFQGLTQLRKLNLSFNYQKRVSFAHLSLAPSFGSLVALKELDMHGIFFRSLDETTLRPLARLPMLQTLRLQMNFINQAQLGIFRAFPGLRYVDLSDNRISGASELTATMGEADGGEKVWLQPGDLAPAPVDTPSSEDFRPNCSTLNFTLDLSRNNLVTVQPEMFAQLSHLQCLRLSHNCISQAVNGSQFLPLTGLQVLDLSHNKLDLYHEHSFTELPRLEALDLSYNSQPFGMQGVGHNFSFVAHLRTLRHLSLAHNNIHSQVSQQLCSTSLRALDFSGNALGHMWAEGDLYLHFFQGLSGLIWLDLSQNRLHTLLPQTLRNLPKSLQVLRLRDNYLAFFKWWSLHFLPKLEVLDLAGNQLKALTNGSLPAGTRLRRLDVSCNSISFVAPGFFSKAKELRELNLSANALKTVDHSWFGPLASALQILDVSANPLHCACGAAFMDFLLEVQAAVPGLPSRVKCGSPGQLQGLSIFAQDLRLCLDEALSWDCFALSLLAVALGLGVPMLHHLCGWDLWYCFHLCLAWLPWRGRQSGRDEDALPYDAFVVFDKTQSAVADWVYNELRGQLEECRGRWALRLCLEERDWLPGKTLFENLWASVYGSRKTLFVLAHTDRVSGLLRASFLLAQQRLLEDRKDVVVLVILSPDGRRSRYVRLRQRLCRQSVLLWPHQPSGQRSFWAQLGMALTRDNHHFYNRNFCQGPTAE
SRC1 inh = SRC1 coactivator transcriptional activity inhibitors, primary screen, cell-based, luminescence | inhibition, % at 3.6 µM | Nuclear receptor coactivator 1 (Homo sapiens), Q15788 | HEK293 GAL4-SRC1 luciferase reporter | actives 0.12% (n = 360,000);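 active = inhibition above the campaign mean plus 3 SD, with each screening campaign given its own cutoff, cut at about 60% in these data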;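 note: 0% = DMSO treated cells and 100% = gossypol at 36 µM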
ABHD5-PLIN5 inh = ABHD5-PLIN5 interaction inhibitors, primary screen, cell lysate, split luciferase complementation, luminescence; actives 0.78% (n = 360,000); inhibition, % at 4 µM; Split G. princeps luciferase complementation, 4 h; Perilipin-5 (Homo sapiens) + 1-acylglycerol-3-phosphate O-acyltransferase ABHD5 (Homo …;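 active = inhibition above the mean inhibition across every tested compound plus 3 SD, cut at about 22% in these data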;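 note: 0% = DMSO only wells and the 100% control is not disclosed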
Exocytosis inh = LAMP-1 surface exposure blockers, TALL-104 cells – cell-based, flow cytometry, MLPCN library, primary screen; inhibition, % at 10 µM; TALL-104 LAMP-1 surface exposure; cells stimulated with thapsigargin and PMA; AID 651702, 2012; actives 0.66% (n = 360,000);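 active = inhibition above about 55%, limit read from the data; inconclusive = no clear call, values can overlap the other calls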
NOD2 RIPK2 PPI = NOD2-RIPK2 binding disruptors in cells, primary screen, fluorescence, CHO cells, BLA complementation; inhibition, % at 4.98 µM; AID 624267, 2012; actives 0.38% (n = 360,000); CCF4 ratio; Receptor-interacting serine/threonine-protein kinase 2 (Homo sapiens), O43353; in the data active = inhibition above about 21%;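 note: 0% = vehicle only and 100% = reference blocker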
TROY signal inh = inhibitors of TROY-driven NF-kB signaling, primary screen, Q293 LMP1-TROYcd cells, NF-kB luciferase, uHTS | Q293 LMP1-TROYcd NF-kB luciferase reporter, 4 h | inhibition, % at 10 µM | actives 0.98% (n = 360,000) | AID 1347056, 2019;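 active = compounds whose plate-normalised and pattern-corrected inhibition of the luciferase reporter signal at the single screening dose is 50% or more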
COUP-TFII inh = NR2F2 transcriptional activity inhibitors, primary screen, cell-based, luciferase reporter, HEK293T, luminescence; HEK293T NGFI-A luciferase reporter; COUP transcription factor 2 (Homo sapiens), P24468; actives 0.7% (n = 370,000); inhibition, % at 8.6 µM; AID 686940, 2013;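 active = inhibition above a per-plate cutoff, mean inhibition of test wells between control levels plus 3 SD, cut at about 38% in these data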;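 note: cells cotransfected with COUP-TFII expression vector driving the NGFI-A reporter; 0% = median of COUP-TF2 test wells and 100% = reporter-only cells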
NR5A2 inv ag = LRH-1 (NR5A2) inverse agonists, primary screen, cell-based, luminescence, HEK293T, StAR-luciferase reporter. inhibition, % at 3.6 µM. actives 0.13% (n = 360,000). LRH-1 transfected, 24 h. Nuclear receptor subfamily 5 group A member 2 (Homo sapiens), O00482;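 active = inhibition above the mean inhibition of all tested compounds plus 3 SD, cut at about 73% in these data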;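 note: 0% = DMSO wells and 100% = reporter-only cells lacking LRH-1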
* marks the source's active call; other numbers are inactive results; ? = inconclusive; . = not tested or not shown.

compound	NCOA2 inhibitor	SRC3 inh	TWEAK Fn14 block	TLR9-MyD88 inh	SRC1 inh	ABHD5-PLIN5 inh	Exocytosis inh	NOD2 RIPK2 PPI	TROY signal inh	COUP-TFII inh	NR5A2 inv ag
CCC(NC(=O)c1ccccc1NC(=O)c1ccco1)C(=O)NC1CCCCC1 (stereo unspecified)	6	17	-8	-1	-6	1	-1	-1	12	6	5
O=Cc1ccc(OCCN2CCCC2=O)cc1	-2	0	24	-7	4	2	-9	-1	8	5	2
COc1cccc(C2=NOC(C(=O)N3CCN(C(=O)c4ccco4)CC3)C2)c1 (stereo unspecified)	-4	-10	-8	-6	-16	3	15	-13	-9	27	-12
Cc1cc(OC(=O)c2ccccc2C)c([N+](=O)[O-])c(=O)[nH]1	0	5	1	-3	4	-1	-2	-4	-21	10	6
CC(=O)c1ccc(C(=O)N2CCCC(Nc3ccc(C(C)C)cc3)C2)s1 (stereo unspecified)	29	4	-6	0	-5	1	1	-2	11	-11	-23
O=C(CN1C(=O)c2ccccc2C1=O)NC1(C(=O)O)CCCC1	9	-3	-15	2	-8	-5	4	-2	2	24	22
CC1=C(C)CC(C(=O)Nc2ccc(C(N)=O)cc2)C(C(=O)O)C1 (stereo unspecified)	-15	24	2	2	1	6	-1	-1	1	5	-9
Cc1nc2ccccc2c(=O)n1/N=C/c1ccc(N(C)C)cc1	-43	-24	-12	1	3	2	-1	8	-24	-15	-9

In the list so far, these contain a furan ring, fused or not:
compound	NCOA2 inhibitor	SRC3 inh	TWEAK Fn14 block	TLR9-MyD88 inh	SRC1 inh	ABHD5-PLIN5 inh	Exocytosis inh	NOD2 RIPK2 PPI	TROY signal inh	COUP-TFII inh	NR5A2 inv ag
CCC(NC(=O)c1ccccc1NC(=O)c1ccco1)C(=O)NC1CCCCC1 (stereo unspecified)	6	17	-8	-1	-6	1	-1	-1	12	6	5
COc1cccc(C2=NOC(C(=O)N3CCN(C(=O)c4ccco4)CC3)C2)c1 (stereo unspecified)	-4	-10	-8	-6	-16	3	15	-13	-9	27	-12

Next part
compound	NCOA2 inhibitor	SRC3 inh	TWEAK Fn14 block	TLR9-MyD88 inh	SRC1 inh	ABHD5-PLIN5 inh	Exocytosis inh	NOD2 RIPK2 PPI	TROY signal inh	COUP-TFII inh	NR5A2 inv ag
O=[N+]([O-])c1cc(-c2cnc3ccccc3n2)ccc1Oc1ccc(Br)cc1	-30	-21	-13	-6	-37	4	-2	2	-51	-14	-9
COc1ccccc1C(=O)NC(=O)COC(=O)CN1C(=O)NC(C)(C)C1=O	-6	19	20	7	3	-11	1	-5	10	6	2
Cc1nc2nc(SCc3ccccc3)[nH]n2c(=O)c1C	14	-16	5	2	-18	-2	-1	-18	-2	4	-3
CCC(CC)NC(=O)/C=C/c1ccccc1Cl	-37	-20	-36	2	-46	1	-6	-5	-25	-13	-34
Cc1cc(Br)c(Cl)cc1NC(=O)CN1C(=O)C2C3CC(c4ccccc4)C(C3)C2C1=O (stereo unspecified)	-9	25	-32	-10	-10	9	-2	0	-2	-4	-11
Cc1ccccc1-n1ccnc1SCC(=O)NCc1ccco1	9	11	-2	2	-2	2	-2	-2	-9	9	8
O=C(NCCCCCCCCNC(=O)c1cccc2ccccc12)c1cccc2ccccc12	-16	0	-7	0	-11	-7	-8	5	10	-2	-2
C[C@H](CO)N1C[C@H](C)[C@@H](CN(C)Cc2ccc(-c3ccccc3)cc2)Oc2c(NS(=O)(=O)c3cccs3)cccc2C1=O	16	-9	17	-10	1	17	3	7	2	15	12
O=C(Nc1ccc(Cl)cc1)C1CCC(=O)N1Cc1ccccc1Cl (stereo unspecified)	-27	12	9	-5	-5	1	-1	-8	4	-7	-3
CCOc1ccccc1CNn1cnnc1	6	17	6	-5	1	-4	-4	-8	-12	-11	-2
CCOC(=O)[C@@H]1[C@H]2COc3cc(OC)ccc3[C@@H]2N2C(=O)N(c3ccc(Br)cc3)C(=O)[C@]12C	2	20	-1	0	3	-4	1	4	-4	0	9
Cc1ccccc1-n1c(SC2CCOC2=O)nnc1-c1ccncc1 (stereo unspecified)	-21	5	-5	12	-2	8	6	0	-25	-2	-13
CC1(C)CC(NC(=O)COc2ccc3ccc(=O)oc3c2)CC(C)(C)N1	-41	-6	1	0	9	-1	0	-3	16	-4	-7
COc1ccc([N+](=O)[O-])c2c(=O)ccoc12	2	-9	25	1	-10	-7	0	1	-8	4	-10
O=C(CN1C(=O)NC2NC(=O)NC21)NC1CCCCC1 (stereo unspecified)	-1	-3	-11	-4	11	-4	6	2	-3	6	-3
Cn1cc(Br)c(C(=O)NNC(=O)c2ccc(Cl)cc2)n1	-108	-11	-27	-13	-63	-4	7	-8	-77	-29	-41
COc1ccc2[nH]c(N=Nc3ccccc3C)c(O)c2c1	-37	-11	4	-3	-15	3	?	0	-52	-50	-4
CCN(C(=O)c1ccc(Br)o1)C1CCS(=O)(=O)C1 (stereo unspecified)	-6	14	24	8	-12	10	6	-10	7	-12	17
CC1CCCN(S(=O)(=O)c2ccc(C(=O)Nc3nnc(C4=COCCO4)o3)cc2)C1 (stereo unspecified)	4	-6	18	-2	8	-6	-25	3	4	12	-12
CCn1c(COc2cccc3cccnc23)nnc1SCC(=O)O	-17	2	0	-9	-8	7	1	-11	-9	-7	-18
O=C(C1CC1)N1CCc2cc(S(=O)(=O)NCCCN3CCCCC3)ccc21	5	1	-6	-11	-5	9	2	0	7	5	12
CCOC(=O)CC1NCCc2c1[nH]c1ccc(OC)cc21 (stereo unspecified)	8	4	7	2	-26	7	0	-10	-14	3	2
O=C(CCN1C(=O)/C(=C/c2cccs2)SC1=S)NC1=NCCS1	-1	-8	-2	-6	-3	-10	5	1	-3	-7	-4
c1ccc2c3n(nc2c1)CCCCO3	1	4	-3	-8	-8	6	10	-24	-20	-4	6
COc1ccccc1C(=O)Nc1ccccc1N1CCN(C(=O)c2ccc(Cl)cc2)CC1	-20	-15	2	1	6	3	-2	-23	22	2	17
Cc1cccc(N2CCN(S(=O)(=O)c3ccc(S(=O)(=O)N4CCCC4)cc3)CC2)c1C	2	17	7	0	10	-6	-6	-7	3	1	-5
CSc1ccc(/C=N/Nc2ccc(Cl)c(C(=O)O)c2)cc1	-39	-102	-48	-7	-151	0	1	-16	-10	-48	-288
COc1ccc(Cn2nnnc2C(c2ccc3ncccc3c2)N2CCN(C3CCCCC3)CC2)cc1 (stereo unspecified)	28	5	9	9	1	3	-1	2	4	-13	-25
Cc1cccc(NNC(=O)C2CCC2)c1	7	11	4	-9	-1	3	1	1	5	-14	-9
Cc1ccc(NC(=O)N2CCCC2)cc1Cl	-16	-10	-28	8	-5	12	-2	-8	-31	3	-32
O=[N+]([O-])c1cc(Cl)c(Cl)c(Cl)c1Cl	-7	0	7	-3	0	4	-5	-2	11	4	-10
COc1ccccc1CNc1nc(NCc2ccccc2SC)c2sccc2n1	9	14	90*	.	10	19	19	10	55*	34	15

Three of the compounds above, as labelled records.
> COc1ccccc1CNc1nc(NCc2ccccc2SC)c2sccc2n1
  NCOA2 inhibitor: 9; SRC3 inh: 14; TWEAK Fn14 block: 90*; TLR9-MyD88 inh: .; SRC1 inh: 10; ABHD5-PLIN5 inh: 19; Exocytosis inh: 19; NOD2 RIPK2 PPI: 10; TROY signal inh: 55*; COUP-TFII inh: 34; NR5A2 inv ag: 15

> COc1ccc(Cn2nnnc2C(c2ccc3ncccc3c2)N2CCN(C3CCCCC3)CC2)cc1 (stereo unspecified)
  NCOA2 inhibitor: 28; SRC3 inh: 5; TWEAK Fn14 block: 9; TLR9-MyD88 inh: 9; SRC1 inh: 1; ABHD5-PLIN5 inh: 3; Exocytosis inh: -1; NOD2 RIPK2 PPI: 2; TROY signal inh: 4; COUP-TFII inh: -13; NR5A2 inv ag: -25

> CSc1ccc(/C=N/Nc2ccc(Cl)c(C(=O)O)c2)cc1
  NCOA2 inhibitor: -39; SRC3 inh: -102; TWEAK Fn14 block: -48; TLR9-MyD88 inh: -7; SRC1 inh: -151; ABHD5-PLIN5 inh: 0; Exocytosis inh: 1; NOD2 RIPK2 PPI: -16; TROY signal inh: -10; COUP-TFII inh: -48; NR5A2 inv ag: -288

(cont.)
compound	NCOA2 inhibitor	SRC3 inh	TWEAK Fn14 block	TLR9-MyD88 inh	SRC1 inh	ABHD5-PLIN5 inh	Exocytosis inh	NOD2 RIPK2 PPI	TROY signal inh	COUP-TFII inh	NR5A2 inv ag
O=C1CSC(c2ccccc2[N+](=O)[O-])N1c1ccc(O)cc1 (stereo unspecified)	-15	16	12	0	9	-6	2	-15	4	-9	6
CC1CCN(C(=O)c2cc3c(=O)n4ccccc4nc3s2)CC1	-56	-51	-14	-2	-42	0	-8	8	-23	-14	-50
C/C(N)=C(/C#N)C(=O)CSc1nc2ccccc2c(=O)n1-c1ccc(C)c(Cl)c1	13	19	20	0	-1	-1	0	6	14	-14	7
CCOC1=C2[C@@H](CN(S(=O)(=O)c3ccc(C)cc3)[C@H]2c2cccc3ccccc23)[C@H]2C(=O)N(C3CCCCC3)C(=O)[C@H]2C1	23	14	6	.	0	-7	-2	0	28	1	1
CNc1nc(N2CCc3ccccc32)ncc1F	-52	-39	-47	1	-95	3	0	5	-87	-35	-83
CC(C(=O)NCc1ccccc1)n1c(CSCCOc2ccccc2)nc2ccccc21 (stereo unspecified)	3	.	.	.	.	-10	9	9	.	9	0
COc1ccc(/C=C2/SC(=O)N(CCC(=O)Nc3ccccc3C(=O)O)C2=S)cc1	-21	5	24	2	6	5	0	1	22	-3	-10
Cc1cc(C)n(C/C=C/Cn2nc(C)cc2C)n1	-4	7	9	-5	2	-4	3	-9	18	9	-7
Cc1ccc(S(=O)(=O)N(C)C)cc1NC(=O)COC(=O)C1(c2ccccc2)CC1	25	2	-6	4	-3	-8	-6	1	-8	3	12

These rows are one share of the data; the hit share may differ from the screen's.
